GAA inh: inhibitors of human lysosomal alpha-glucosidase; P10253; purified human GAA, 4-MU-alpha-glucoside fluorescence; Potency, µM (highest dose often 76.9 µM), without a hit: at the highest dose activity change, negative = inhibition, hits mostly inhibitors; actives 0.005% (n = 200,000);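 further: plate controls were uninhibited enzyme wells for no effect and no-enzyme background for full effect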
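Endpoint fluorogenic read: 20 min room-temperature reaction of 4 nM human alpha-glucosidase with 400 uM 4-methylumbelliferyl-alpha-D-pyranoside, pH 5.0, quenched with 1M NaOH/1M glycine pH 10. AC50 from Hill modeling.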
Tau FP inhib: inhibitors of human tau fibril formation. P10636. K18 P301L tau heparin fibrillization, Alexa594 FP, 6 h. Potency, µM (series often up to 57.7 µM), inactives show top-dose activity, negative = inhibition, most hits filed as inhibitors. actives 0.39% (n = 280,000). AID 1468; further: on the % scale 0 is the no-effect control and ±100 the full control effect; nearly all actives have a fitted effect of over 55% in size
Target sequence (P10636 561-689 P618L limits assumed): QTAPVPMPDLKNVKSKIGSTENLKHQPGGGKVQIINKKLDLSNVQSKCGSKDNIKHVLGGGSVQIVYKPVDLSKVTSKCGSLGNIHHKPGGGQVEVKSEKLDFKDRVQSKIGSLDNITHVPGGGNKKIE
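Compound effects on tau fibrillization are measured by Alexa 594 fluorescence polarization (ex 555, em 632 nm). K18 P301L tau is used at 15 uM with 0.24 uM labeled tracer, and 20 uM heparin induces aggregation over 6 hr at 37 C.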
GAA glycogen: GAA glycogen-cleavage inhibition or activation; Potency, µM (doses to about 76.4 µM), for inactives: top-dose activity change, negative = inhibition, usual class: inhibitors; actives 0.38% (n = 300,000); P10253; recombinant GAA, glycogen substrate, Amplex Red glucose oxidase fluorescence;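 further: 0% = full enzyme reaction and -100% = no-enzyme basal signal; the screen sought inhibitors and activators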
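Recombinant enzyme (4 nM final) with compounds titrated up to 77 uM and bovine liver glycogen (30 ug) in citrate pH 5.0, 0.01% Tween-20, 37 C 40 min. Released glucose detected by Amplex Red/glucose oxidase (Ex 573/Em 610); AC50 from Hill fits.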
Tau fluor cs: counter-screen for tau fibril formation inhibitors; tau K18 P301L Alexa594 fluorescence, heparin fibrillization; Potency, µM (doses to about 57.7 µM), without a hit: at the highest dose activity change, negative = decrease; actives 0.93% (n = 280,000); further: on the % scale 0 is the no-effect control and ±100 the full control effect; nearly all actives have a fitted effect of over 55% in size
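Human tau K18 P301L (15 uM unlabeled, 0.24 uM Alexa 594-labeled) in 100 mM sodium acetate pH 7 with 20 uM heparin, 6 hr at 37 C. ThT 30 uM added, 1 hr ambient; Alexa 594 FP and total fluorescence read at 555/632 nm.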
Tau ThT inhib: blocks human tau fibril formation measured by thioflavin T; P10636; recombinant tau K18 P301L (four-repeat tau fragment), heparin-induced fibrillization, ThT fluorescence; Potency, µM (top dose mostly 57.4 µM), without a hit: at the top dose activity, negative = inhibition, actives largely listed as inhibitors; actives 2.1% (n = 270,000); AID 1460; further: on the % scale 0 is the no-effect control and ±100 the full control effect; nearly all actives have a fitted effect of over 55% in size
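Tau K18 P301L fragment (15 uM unlabeled plus 0.24 uM Alexa 594-labeled) in 100 mM sodium acetate pH 7 with compound, fibrillization induced by 20 uM heparin for 6 hr at 37 C. Thioflavin T (30 uM) added, fluorescence read after 1 hr (ex 450, em 510 nm).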
aGlu spleen mod: inhibits or activates alpha-glucosidase in human spleen homogenate; human spleen homogenate, 4-MU-alpha-glucoside fluorescence; Potency, µM (series often up to 79.9 µM), for inactives: at the highest dose activity change, negative = inhibition, actives largely listed as inhibitors; actives 0.006% (n = 240,000); AID 2112;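 further: 0% = enzyme with vehicle and -100% = no enzyme basal signal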
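Human spleen homogenate (1 ug) incubated with compounds and 1 mM 4-methylumbelliferyl-alpha-D-glucopyranoside in pH 5.0 citrate/phosphate buffer, 37 C, 40 min. Stopped at pH 10; 4-MU fluorescence (Ex 365/Em 440 nm); AC50 by Hill fit.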
GLA spleen mod: alpha-galactosidase A (human) modulation; actives 0.008% (n = 240,000); AID 2107; P06280; Potency, µM (doses to about 80 µM), without a hit: at the top dose activity change, negative = inhibition, usual class: inhibitors; human spleen homogenate, 4MU-alpha-Gal fluorescence, 40 min;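 further: 0% = enzyme with vehicle and -100% = no enzyme basal signal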
Target sequence (P06280 32-429 limits assumed): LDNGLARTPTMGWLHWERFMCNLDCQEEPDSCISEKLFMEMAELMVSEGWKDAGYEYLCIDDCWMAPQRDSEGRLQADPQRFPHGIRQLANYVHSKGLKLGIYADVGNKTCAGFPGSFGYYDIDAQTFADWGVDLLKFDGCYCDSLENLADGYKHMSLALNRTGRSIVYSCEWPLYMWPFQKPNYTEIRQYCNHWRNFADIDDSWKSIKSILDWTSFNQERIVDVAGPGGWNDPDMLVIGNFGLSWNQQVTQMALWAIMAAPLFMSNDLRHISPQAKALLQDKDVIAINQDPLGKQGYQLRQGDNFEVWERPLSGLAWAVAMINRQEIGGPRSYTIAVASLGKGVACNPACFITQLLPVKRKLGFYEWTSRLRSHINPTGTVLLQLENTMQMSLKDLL
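Human spleen homogenate (1 ug) as enzyme source, 4-methylumbelliferyl-alpha-D-galactopyranoside 1 mM final, citrate/phosphate pH 5.0 with 0.01% Tween-20. Compounds 40 min at 37C, NaOH/glycine stop; fluorescence Ex 365/Em 440, Hill-fit AC50.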
HTT ATP protect: protects HTT-Q103 PC12 cells, measured by ATP; Potency, µM (highest dose often 56.4 µM), inactives show cytoprotection (ATP increase), usual class: activators; PC12 HTT-Q103 induced, cytoprotection, ATP luminescence, 40 h; actives 0.14% (n = 230,000); AID 1471;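 further: % of control where 0% means no effect; nearly all actives have a fitted effect of over 45% in size; toxic huntingtin expression switched on by the ecdysone agonist tebufenozide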
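Huntington model: PC12 line, ecdysone-inducible HTTQ103 exon1–GFP, tebufenozide 100 nM. Test articles in a dose series. Endpoint luminescence from cellular ATP.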
* = called active by the depositor; ? = inconclusive; . = not tested or not shown; [ ] = remark or other dose. The call rests on the fitted dose curve; in most records, active means well fitted curve in the direction sought with a large enough effect; inconclusive means small, poorly fitted or top-dose-only effect, or another doubt; inactive means no such curve, though single readings can be large; an effect the other way counts as inactive or inconclusive. Potency means the concentration at half of the fitted maximal effect.

SMILES	GAA inh	Tau FP inhib	GAA glycogen	Tau fluor cs	Tau ThT inhib	aGlu spleen mod	GLA spleen mod	HTT ATP protect
C/C(=N/O)c1c(O)c(C)c(-c2ccccc2)n(-c2ccccc2)c1=O	-21%	6%	1%	4%	0%	-1%	6%	6%[0.074 µM]
N#Cc1cc2c(nc1SCC(=O)Nc1sc3c(c1C#N)CCC3)CCCCC2	1%	5%	7%	-13%	-23%	1%	-5%	-13%[0.074 µM]
COc1ccc(NC(=O)COC(=O)COc2cccc(Br)c2)cc1OC	2%	10%	-1%	-24%	-6%	3%	4%	-11%
CCC(C)Sc1oc(-c2ccco2)nc1S(=O)(=O)c1ccc(Cl)cc1 (configuration not stated)	.	-3%	-7%[76.3 µM]	?	-15%	.	.	.
Cc1cc(C)cc(C(=O)NC(=S)Nc2ccc(-c3cc4ccccc4oc3=O)cc2)c1	?	5%	-2%	-4%	-3%	-1%	2%	3%[10 µM]
O=c1[nH]c2ccccc2n1C1=CCCC1	-5%	?	5%	11%	8%	6%	1%	-15%[0.074 µM]
COc1ccc(C2CC(c3ccco3)n3ncnc3N2)cc1 (configuration not stated)	-4%	6%	-4%	0%	-3%	5%	-1%	22%[10 µM]
Cc1c(C(=O)N2CCCCC2C)sc2ncnc(N3CCc4ccccc4C3)c12 (configuration not stated)	?	1%	3%	-15%	?	0%	-2%	-44%
CCc1c(C)sc(NC(=O)c2cc(C)no2)c1C#N	-6%	9%	14%	-12%	?	0%	2%	-37%[inhibitor]
CCOc1cccc2sc(NC(=O)CC)nc12	9%	1%	-8%	-7%	-7%	2%	4%	-8%
CC(=O)Oc1ccc(-c2cccc(C(=O)NCC(=O)O)c2)cc1	2%	-2%	4%	-4%	-19%	-13%	-5%	-3%
COc1ccc(OCC(=O)OCCN2C(=O)c3ccccc3C2=O)cc1	-14%	4%	2%	-2%	-16%	-7%	-22%	12%
C=CCN1C=C2C(=O)C(C)(OC(=O)c3ccco3)C(=O)C(C=C)=C2C=C1C1CC1 (configuration not stated)	.	0%[11.6 µM]	.	-17%[11.6 µM]	-15%[11.5 µM]	-11%[17.4 µM]	3%[17.5 µM]	-5%[10 µM]
CCOC(=O)c1nnn(-c2nonc2N)c1CN1CCCCCC1	-12%	3%	1%	1%	-5%	-6%	-5%	23%
CCCCCCn1c(NCC)nc2c1c(=O)[nH]c(=O)n2C	-14%	-3%	5%	-9%	-6%	1%	8%	-35%[10 µM]
COc1ccc(S(=O)(=O)N(CCC#N)Cc2ccco2)cc1OC	-4%	11%	-8%	-8%	-9%	13%	10%	5%[10 µM]
CCc1cc(-c2n[nH]c(C)c2-c2nc(C)cs2)c(O)cc1OC	.	7%	-20%	?	-13%	-1%	4%	-9%[10 µM]
CN(C)/C=C(\C#N)C(=O)N/N=C/c1ccccc1	-1%	1%	-2%	-4%	-4%	-1%	-2%	-27%
CCS(=O)(=O)c1ccc(O)c(NC(=O)c2cc(OC)c(OC)c(OC)c2)c1	-4%	-6%	4%	-3%	-14%	4%	2%	-5%
CC(C)OC(=O)Nc1ccc2c(c1)N(C(=O)N1CCN(C)CC1)c1ccccc1CC2	.	6%	-10%	-3%	-5%	0%	7%	-44%[10 µM]
COc1cc(OC)c(OC)cc1CNCCSc1nnnn1-c1ccccc1	.	-7%	-4%[76.3 µM]	-7%	-3%	.	.	.
CCCCOc1ccc(OC(=O)c2cccnc2)cc1	-11%	6%	3%	-6%	-14%	-9%	-6%	2%
Cc1cc(C)n(CC(=O)n2nc(C)cc2C)n1	5%	-1%	5%	3%	1%	-2%	3%	-6%[10 µM]
Cc1cccc(NC(=O)CSc2nc3[nH]ncc3c(=O)[nH]2)c1C	4%	0%	5%	3%	7%	-9%	-4%	6%[10 µM]

A draw from above in order of SMILES length, falling.
SMILES	GAA inh	Tau FP inhib	GAA glycogen	Tau fluor cs	Tau ThT inhib	aGlu spleen mod	GLA spleen mod	HTT ATP protect
C=CCN1C=C2C(=O)C(C)(OC(=O)c3ccco3)C(=O)C(C=C)=C2C=C1C1CC1 (configuration not stated)	.	0%[11.6 µM]	.	-17%[11.6 µM]	-15%[11.5 µM]	-11%[17.4 µM]	3%[17.5 µM]	-5%[10 µM]
CC(C)OC(=O)Nc1ccc2c(c1)N(C(=O)N1CCN(C)CC1)c1ccccc1CC2	.	6%	-10%	-3%	-5%	0%	7%	-44%[10 µM]
COc1cc(OC)c(OC)cc1CNCCSc1nnnn1-c1ccccc1	.	-7%	-4%[76.3 µM]	-7%	-3%	.	.	.

Other entries.
SMILES	GAA inh	Tau FP inhib	GAA glycogen	Tau fluor cs	Tau ThT inhib	aGlu spleen mod	GLA spleen mod	HTT ATP protect
COC(=O)[C@@]1(Cc2ccc(F)cc2)[C@H]2c3cc(C(=O)N4CCCC4)n(Cc4ccc(C)o4)c3C[C@H]2CN1C(=O)c1ccccc1	.	-14%	.	-12%	?	-7%	-7%	20%
COc1cc(CN2CCN(C(=O)CC(C)C)CC2)cc(OC)c1OC	-4%	0%	10%	-2%	2%	-4%	-2%	-3%
O=C(C1=C[C@H](c2csc3ccccc23)C[C@H](OCc2ccc(CO)cc2)O1)N1CCOCC1	.	2%	-13%	-2%	-7%	-12%	2%	43%[10 µM]
COc1ccc(C2(CNC(=O)c3ccc(OCC(C)C)cc3)CCOCC2)cc1	-1%	-3%	-9%	-9%	-13%	1%	5%	1%[10 µM]
CCN1CCN(Cc2cc(=O)oc3cc(C)cc(C)c23)CC1	-8%	6%	0%	-1%	-7%	6%	-3%	18%
O=C(NNc1cc(Cl)cc(Cl)c1)C1CCC1	5%[15.4 µM]	3%	?	-9%	-9%	5%	3%	2%[10 µM]
CC(/C=N/NC(=O)CSc1n[nH]c(=O)[nH]c1=O)=C\c1ccccc1	3%[15.4 µM]	1%	3%	-1%	-10%	-2%	7%	12%[10 µM]
O=C(N/N=C\c1cccc([N+](=O)[O-])c1O)C1COc2ccccc2O1 (configuration not stated)	-1%	10%	-1%	-13%	7.9µM*	-1%	2%	-5%[10 µM]
COc1cccc(CNc2ncnc3cc(OC)c(OC)cc23)c1	2%	-8%	4%	-16%	-18%	-9%	0%	20%[10 µM]
COc1ccc(NC(=S)NNC(=O)c2cccs2)cc1	0%	-2%	7%	-7%	-12%	7%	1%	.
Nc1nn(-c2ccccc2Cl)cc1-c1nn[nH]n1	.	-6%	2%	2%	-2%	3%	6%	0%[10 µM]
COc1cccc(N2CCN(CC(=O)NC3=Nc4ccccc4N=C(C)C3c3ccccc3)CC2)c1 (configuration not stated)	.	11%	?	?	-15%	-7%	6%	-7%[10 µM]
Oc1cccc(-c2nc3ccc4ccccc4c3c3c2CCC3)c1	-12%	?	-3%	?	?	7%	-3%	-46%[inhibitor]
CC1(C)CC2(CCO1)OC(=O)CC2C(=O)Nc1cccc2ccccc12 (configuration not stated)	-7%	5%	6%	-3%	-6%	-3%	5%	3%
O=C(O)c1ccc(N/N=C/c2ccc(-c3cccc(Cl)c3)o2)cc1	.	3%	?	20µM*[quencher]	.	11%	-2%	2%[10 µM]
CCCCCN1CC(O)=C(c2nc(-c3ccc(Cl)cc3)cs2)C1=N	4%	-1%	14%	-8%	1%	-1%	2%	-5%
CCN1CCCC1CN(Cc1cc2ccc(C)cc2[nH]c1=O)C(=S)Nc1ccc(F)cc1 (configuration not stated)	2%	-7%[2.34 µM]	-5%	3%	13%	-2%	5%	12%[10 µM]
CCOC(=O)C1CSC(CC(=O)Nc2ccc(Cl)cc2)C(=O)N1 (configuration not stated)	-6%	2%	3%	-1%	-13%	1%	-4%	18%[10 µM]
CC1=CC(C)(C)[N+](C)=CN1c1ccccc1	-10%	5%	4%	13%	4%	5%	3%	.
CCc1ccc(NC(=S)N(CCN2CCOCC2)Cc2ccccc2F)cc1	-9%	-5%	-8%	-16%	-10%	-3%	7%	-8%
O=C(O)c1ccc2nc(C(F)(F)F)[nH]c2c1	4%	6%	4%	3%	-6%	-2%	2%	-23%[10 µM]
Cc1nn(CC(=O)O)c(C)c1Cl	-2%	5%	5%	-7%	-10%	-8%	-3%	-4%
COc1ccccc1N(CC(=O)Nc1ccccc1F)S(C)(=O)=O	.	-7%	11%[76.3 µM]	-3%	7%	.	.	.
Nc1cccc(-n2cccc2)c1	14%	?	9%	-13%	?	1%	-3%	-9%[10 µM]
Cc1nn(-c2ccccc2)c(/N=C/c2ccccc2O)c1-c1ccccc1	10%	1%	1%	-4%	11%	-9%	9%	-21%[10 µM]
COc1ccc(C(CNC(=O)CN2C(=O)NC3(CC(C)CC(C)(C)C3)C2=O)N2CCOCC2)cc1 (configuration not stated)	-10%	-1%	-14%	-1%	-2%	7%	13%	-20%
CN1C2CCC1CC(NC(=O)CSc1ccc(C(C)(C)C)cc1)C2 (configuration not stated)	6%	-2%	3%	-3%	-6%	0%	3%	2%[10 µM]
O=C(OCC(=O)N1CCc2ccccc21)c1ccc[n+]([O-])c1	-5%	-5%	0%	-6%	-15%	-5%	3%	-10%[10 µM]
CCOC(=O)CSc1nnc(CSc2nc3sc4c(c3c(=O)[nH]2)CCCC4)n1-c1ccccc1	5%	6%	-16%	-1%	-10%	3%	6%	-25%
O=C(c1cccs1)N1N=C(c2ccccc2)CC1c1ccccc1O (configuration not stated)	.	-12%	-3%	-12%	7%	7%	10%	16%[10 µM]
CC(C)(C)C(=O)Cn1nc(Cl)nc1Cl	-5%	4%	5%	3%	2%	.	1%	-1%
COC(=O)C1=C(C)N(CCc2ccc(OC)cc2)C(=O)C1	-4%	-4%	-17%	-2%	-5%	-3%	3%	-14%
CC(C)CCSc1nc2c(c(=O)[nH]c(=O)n2C)n1CCCc1ccccc1	-1%	1%	-1%	-1%	4%	-13%	2%	-3%
O=C1/C(=C/c2ccccn2)SC(=S)N1NS(=O)(=O)c1ccccc1	0%	-6%	-5%	-15%	?	-10%	-12%	-39%
Cc1ccnc(NC(c2cccnc2)c2ccc3cccnc3c2O)c1 (configuration not stated)	-24%	-6%	?	-14%	?	1%	8%	-187%[inhibitor]

High-throughput results from PubChem.

No enrichment for hits. Share with any hit: about 3.3%.
